# Mcl1-Noxa inh – Mcl-1/Noxa binding inhibitors, primary screen, biochemical, TR-FRET, 1536-well | Induced myeloid leukemia cell differentiation protein Mcl-1 (Homo sapiens), Q07820 | TR-FRET Mcl-1/Noxa peptide binding, 2 h | inhibition, % at 21.7 µM | hit rate 1.5% among 220,000 | AID 1022, 2008;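 active = compounds that cut the protein-peptide binding signal by more than 50% relative to plate controls in a single-dose test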;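 also: His-tagged Mcl-1 with rhodamine Noxa BH3 peptide and terbium anti-His antibody; 0% = Mcl-1 plus Noxa peptide wells and 100% = peptide-only wells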
# Target sequence (Q07820 whole entry, looked up): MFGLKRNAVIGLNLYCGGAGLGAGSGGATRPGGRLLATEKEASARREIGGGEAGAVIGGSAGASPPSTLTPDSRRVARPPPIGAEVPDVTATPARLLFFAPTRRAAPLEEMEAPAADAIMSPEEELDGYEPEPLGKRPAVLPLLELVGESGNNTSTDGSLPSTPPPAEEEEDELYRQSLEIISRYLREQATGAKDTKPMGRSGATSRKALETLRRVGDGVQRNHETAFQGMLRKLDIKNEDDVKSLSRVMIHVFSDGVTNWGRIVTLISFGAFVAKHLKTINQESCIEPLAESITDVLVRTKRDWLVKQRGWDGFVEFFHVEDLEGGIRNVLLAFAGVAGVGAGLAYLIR
# Cdc42 wt GTP – modulators of GTP binding to wildtype Cdc42, primary screen, biochemical, multiplex bead flow cytometry, Bodipy-GTP; hit rate 0.2% among 190,000; percent activity (GTP binding), % at 10 µM; Cell division control protein 42 homolog (Homo sapiens), P60953; GST-Cdc42 beads; actives lie on both sides;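 active = percent activity GTP binding at least 20 points away from the 100% baseline, either down as inhibitor or up as activator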;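 also: median bead fluorescence of bound Bodipy-FL-GTP at 100 nM; 0% = excess unlabeled GTP control and 100% = no compound control; below 100% means less GTP binding so inhibitor and above means activator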
# Target sequence (P60953 whole entry, looked up): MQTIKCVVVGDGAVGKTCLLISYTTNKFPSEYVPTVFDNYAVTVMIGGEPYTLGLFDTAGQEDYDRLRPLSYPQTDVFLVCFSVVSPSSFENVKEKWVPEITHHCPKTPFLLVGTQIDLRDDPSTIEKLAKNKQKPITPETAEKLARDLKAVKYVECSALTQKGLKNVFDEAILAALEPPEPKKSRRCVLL
# Mcl1 Bid PPI – Mcl-1/Bid binding inhibitors, primary screen, biochemical, TR-FRET, 1536-well; TR-FRET Mcl-1/Bid-Dy647 peptide binding; inhibition, % at 21.7 µM; hit rate 0.97% among 220,000;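 active = compounds that cut the binding signal by more than half at the single screening dose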;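 also: His-tagged Mcl-1 with europium anti-His antibody binding Bid BH3 peptide; 0% = Mcl-1 plus peptide wells and 100% = peptide-only wells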
# HRas wt GTP – modulators of GTP binding to HRas wildtype, primary screen, biochemical, bead-based flow cytometry, multiplex; GST-Ras wt beads, Bodipy-FL-GTP binding; actives lie on both sides; hit rate 0.14% among 190,000; GTP binding activity, % at 10 µM;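 active = GTP binding activity at least 20% away from the 100% baseline, either lowered as inhibitor or raised as activator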;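 also: 0% = unlabeled GTP competition control and 100% = no-compound control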
# Target sequence (P01112 whole entry, looked up): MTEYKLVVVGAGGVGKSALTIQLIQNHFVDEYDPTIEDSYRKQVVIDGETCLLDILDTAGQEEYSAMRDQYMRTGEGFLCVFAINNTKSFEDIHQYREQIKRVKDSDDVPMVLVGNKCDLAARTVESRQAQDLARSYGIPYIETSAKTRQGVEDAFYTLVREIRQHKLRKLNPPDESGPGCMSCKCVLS
# Rac1 act GTP bind – GTP binding modulators of activated mutant Rac1, primary screen, biochemical, bead-based flow cytometry, multiplex, fluorescent GTP; GST-Rac1 activated beads; actives lie on both sides; 100% means binding = to untreated wells; percent activity (GTP binding), % at 10 µM; hit rate 0.11% among 190,000;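 active = GTP binding at least 20 percentage points away from the 100% baseline, in either direction, so actives lie on both sides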
# Mcl-1 Bim block – inhibitors of Bim peptide binding to Mcl-1, primary screen, biochemical, bead-based flow cytometry, multiplex | hit rate 0.1% among 190,000 | Bim peptide-Mcl-1 binding | inhibition, % at 10 µM | Induced myeloid leukemia cell differentiation protein Mcl-1 (Homo sapiens), Q07820; in the data active = inhibition above about 40%;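 also: 0% = no compound tracer wells and 100% = peptide blocker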
# Rab7 wt GTP bind – modulators of GTP binding to Rab7, primary screen, biochemical, wildtype, multiplex bead flow cytometry; Rab7 GTPase wild type (dog), Bodipy-FL-GTP binding; GST-Rab7 beads, fluorescent GTP binding; actives lie on both sides; untreated = 100%, excess cold GTP = 0%; GTP binding activity (percent of control), % at 10 µM; hit rate 0.055% among 190,000; AID 758, 2007;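 active = fluorescent GTP binding to Rab7 beads changed by at least 20 points from the 100% baseline, either direction, mostly lower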;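 also: median green fluorescence of bound Bodipy-FL-GTP per Rab7 bead population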
# Rab2 wt GTP – modulators of GTP binding to Rab2A wildtype, primary screen, biochemical, dog, bead-based flow cytometry, multiplex | AID 760, 2007 | hit rate 0.19% among 190,000 | GST-Rab2 wt beads, Bodipy-GTP binding | GTP binding activity, % at 10 µM | Ras-related protein Rab-2A (Canis lupus familiaris), P61105;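 active = GTP binding activity at least 20 points away from 100%, either lowered or raised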;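 also: 0% = beads with excess unlabeled GTP and 100% = no-compound control corrected for plate trend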
# Avidin fluor – green autofluorescence of compounds with avidin beads – biophysical, 488/530 nm, flow cytometry, artefact control, profiling panel | compound fluorescence 488/530 nm; hits give high values | fluorescence (KMESF) at 10 µM | hit rate 0.38% among 220,000; in the data active = fluorescence above about 47; also: inactives centre near 10
# Rac1 wt modul – wildtype Rac1 GTP binding modulators, primary screen, biochemical, GST-Rac1 beads, flow cytometry, multiplex | fluorescent GTP binding; actives lie on both sides; 0 = cold GTP competed, 100 = untreated | GTP binding activity (% of control), % at 10 µM | hit rate 0.27% among 190,000;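 active = GTP binding activity at least 20 points away from the 100% control level, either lower or higher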
# Pf gamet viab – late stage P. falciparum gametocyte viability inhibitors, primary screen, ATP luminescence, HTS. hit rate 0.065% among 150,000. P. falciparum stage V gametocytes, 24 h. inhibition, % at 10.9 µM. AID 743093, 2013;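 active = inhibition above the mean plus 3 SD of compounds within the control limits, set per campaign, cut at about 38% in these data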;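 also: 0% = DMSO wells and 100% = medium only without gametocytes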
# Numbers without * were called inactive; . = not tested or not shown.
SMILES,Mcl1-Noxa inh,Cdc42 wt GTP,Mcl1 Bid PPI,HRas wt GTP,Rac1 act GTP bind,Mcl-1 Bim block,Rab7 wt GTP bind,Rab2 wt GTP,Avidin fluor,Rac1 wt modul,Pf gamet viab
O=C(CSc1n[nH]c(-c2ccccc2)n1)NCc1cccc(C(=O)O)c1,4,97,-4,98,96,-2,102,97,9,100,4
O=C(NCc1ccco1)c1ccc2c(c1)C(=O)c1ccccc1-2,37,99,-5,98,97,-3,101,97,11,100,7
O=C(CCCOc1ccc(Cl)cc1Cl)N/N=C/c1ccccc1,5,99,9,98,98,2,99,98,10,101,21
Cc1ccc(C(C(=O)NC2CCCCC2)N(C(=O)Cc2c[nH]c3ccccc23)c2ccccc2C)o1 (centres undefined),-3,98,-20,100,100,0,99,98,10,107,-7
CC(C)Nc1nc(NC(C)C)nc(OCCOC(=O)Nc2ccccc2)n1,1,105,-5,102,101,3,100,100,5,106,8
Oc1cccc2c(NC(=S)Nc3ccc(OC(F)F)cc3)cccc12,28,100,-2,100,97,-4,97,99,3,106,.
Cc1c(NC(=O)C(C)OC(=O)C23CC4CC(CC(Br)(C4)C2)C3)c(=O)n(-c2ccccc2)n1C (centres undefined),-7,93,-21,95,95,0,91,94,12,99,24
O=C(Nc1ccccc1F)c1ccccc1-c1ccccc1,2,93,8,76*,91,-3,74*,86,22,87,9
CC1(C)CC(=O)NC=C(c2ccccc2)C1,-2,98,-45,102,98,-5,101,102,7,111,.
Cc1ccc(-c2csc(Nc3ccccc3)[n+]2CCc2ccccc2)cc1,23,103,11,98,97,0,95,97,11,100,-2
O=S(N1CCCCCC1)C12CC3CC(CC(C3)C1)C2 (centres undefined),-3,98,6,99,95,-1,101,98,13,100,.
COc1ccc2cc(/C(C)=N/NC(=S)Nc3cc(S(=O)(=O)N4CCOCC4)ccc3N3CCOCC3)ccc2c1,-23,97,-86,97,98,-5,98,97,12,99,.
COc1ccc(C(c2nnnn2CC2CCCO2)N2CCN(c3ccc(F)cc3)CC2)cc1 (centres undefined),26,103,22,100,102,-6,101,101,11,107,.
N#Cc1nc(Cc2ccccc2)oc1NCc1cccnc1,8,93,-14,98,93,0,91,96,23,100,.
CCCCNC(=O)COC(=O)c1c2c(nc3ccccc13)/C(=C/c1cccs1)CC2,20,100,-54,101,100,-1,102,98,1,102,.
C=CCn1c(O)c(N=O)c2cc(C)ccc21,17,95,-12,94,94,0,95,94,13,96,-12
CC(C)(C)c1cc(/C=N/O)cc(C(C)(C)C)c1O,14,104,8,101,101,-2,99,99,38,105,15
O=C(Nc1ccc(Cl)cc1)c1ccc(OCC2CCCO2)cc1 (centres undefined),-5,94,-7,98,95,-3,102,96,7,95,6
Cn1cc(C(=O)c2cccc(Cl)c2Cl)cc1C#N,15,93,-9,94,94,0,98,94,8,95,-3
O=C(N/N=C/c1cccnc1)c1cc2c(ccc3ccccc32)o1,49,99,55*,100,100,0,101,100,5,100,.
O=C(c1ccc(Cl)cc1)N1CCCCC(Sc2nnc(-c3ccc4c(c3)OCO4)o2)C1=O (centres undefined),16,99,-12,100,98,-8,98,99,35,102,6
COc1cccc(-c2cc(C(F)(F)F)nc(-n3cc(Cl)cn3)n2)c1,11,99,11,99,98,-4,99,101,2,97,.
CC(C)(C)c1ccc(NC(=O)CNC2CCCc3ccccc32)cc1 (centres undefined),22,99,-12,102,96,1,105,102,8,101,7
O=C(NC(c1ccccc1)C(Cl)(Cl)Cl)c1ccccc1 (centres undefined),10,101,0,100,99,-4,104,100,6,105,10

# Brought forward from above: two compounds; new compounds follow.
SMILES,Mcl1-Noxa inh,Cdc42 wt GTP,Mcl1 Bid PPI,HRas wt GTP,Rac1 act GTP bind,Mcl-1 Bim block,Rab7 wt GTP bind,Rab2 wt GTP,Avidin fluor,Rac1 wt modul,Pf gamet viab
CC(C)(C)c1ccc(NC(=O)CNC2CCCc3ccccc32)cc1 (centres undefined),22,99,-12,102,96,1,105,102,8,101,7
O=C(NC(c1ccccc1)C(Cl)(Cl)Cl)c1ccccc1 (centres undefined),10,101,0,100,99,-4,104,100,6,105,10
Cc1sc2ncn(CC(=O)N3CCOCC3)c(=O)c2c1-c1ccccc1,9,95,-4,98,96,4,95,95,12,101,-13
COC(=O)c1c[nH]n2c(=O)c(Cl)c(C)nc12,29,103,24,102,99,-8,103,103,12,105,-28
COc1ccc(/C=C/C(=O)c2nc3ccccc3n2CC(=O)c2ccc(OC)cc2)cc1,1,100,-20,102,99,-1,103,102,22,108,.
CO/N=C/c1ccc(Oc2ccc(C)cc2)nc1,28,99,12,99,95,0,97,97,36,97,-18
CCOC(=O)c1ccc(NC(=O)Cn2ncc(Cl)c(Cl)c2=O)cc1,81*,100,11,96,97,-5,98,94,11,99,-6
CCOC(=O)Cc1cc(=O)c2c(=O)n(-c3ccccc3)[nH]c2[nH]1,15,95,-56,95,93,-1,95,92,5,90,3
COc1ccc(C(CNC(=O)c2ccco2)N2CCCCC2)cc1 (centres undefined),2,95,-34,97,96,-1,104,96,10,97,.
N#Cc1cn(CC(=O)N2CCCc3ccccc32)c2ccccc12,-18,103,-13,101,100,-14,98,101,20,106,.
CCNc1nc(OC)nc(Oc2ccc(C(=O)OC)cc2)n1,5,103,-20,102,97,-1,103,103,8,106,.
CC(C)CCNC(=O)C12CN(Cc3ccccc3)CC1C(c1cccc([N+](=O)[O-])c1)=NO2 (centres undefined),-1,95,-26,97,96,-2,98,96,13,100,-12
COCCN(C(=O)c1cccc(OC)c1)c1nnc(-c2ccncc2)s1,-3,102,-27,101,98,1,99,102,7,104,17
Cc1ccc(S(=O)(=O)N2CCN(Cc3ccccc3)CC2)c(C)c1N(C)S(=O)(=O)c1ccccc1,-14,97,13,96,95,-7,97,95,10,96,42*
O=c1[nH]c2c(s1)C(c1ccco1)C1C3CCC(C3)C1S2 (centres undefined),18,102,-31,100,100,0,100,99,28,103,.
CSc1nc(N)nc(SCCS(=O)(=O)c2ccc(Cl)cc2)c1C#N,2,106,6,104,102,-4,99,101,26,107,.
COc1cccc(CC(=O)Nc2cc(S(=O)(=O)N3CCOCC3)ccc2N2CCOCC2)c1,10,96,-16,96,96,0,96,95,17,98,1
CCCCN1C(=O)C(=O)N(CC(=O)N2N=C3/C(=C/c4ccco4)CCCC3C2c2ccco2)C1=O (centres undefined),5,95,-49,95,91,2,99,97,6,97,12
COc1ccc(-c2cc(C(F)(F)F)n3ncc(C(=O)N(C)Cc4ccccc4)c3n2)cc1,10,97,11,94,96,0,93,94,7,98,5
CC(C)(C)NC(=O)CN(CCc1ccccc1)C(=O)c1csnn1,8,93,-13,96,93,-5,94,93,14,100,.
CC(=O)Nc1ccc(SCC(=O)c2cc(C)n(CC(F)(F)F)c2C)cc1,24,94,-17,94,94,-1,95,93,11,94,10
O=C(CSc1ccc2nnc(-c3ccccc3)n2n1)NCc1ccco1,22,101,-28,101,99,0,98,99,12,100,.
O=C(Nc1ccccn1)c1cc(-n2cnnc2)ccc1Cl,4,104,-20,102,100,1,102,102,6,102,.
CNC(=O)c1ccsc1NC(=O)c1ccc2c(c1)CCCC2,12,100,3,100,101,0,98,98,2,101,.
Cc1ccc(NC(=O)CN(C)C(=O)COc2cc(F)ccc2[N+](=O)[O-])cc1,5,96,-50,97,93,1,104,99,5,95,-16
CCCNC(=O)N1CCN(S(C)(=O)=O)CC1,7,98,-29,100,95,-2,103,100,9,99,16
O=C1Nc2ccccc2N2CCCC12 (centres undefined),2,91,-60,94,96,1,97,95,11,96,.
CCc1ccc(C(=O)NC(CCSC)C(=O)O)cc1 (centres undefined),5,98,-28,99,100,-1,99,98,3,100,3
O=C(N/N=C/c1cc(Br)c(O)c(Br)c1)c1cccc(C(F)(F)F)c1,24,97,-57,98,94,0,98,94,14,99,3
Clc1cccc2c1CCN(Cc1nc(-c3cnccn3)no1)C2,18,99,-21,100,98,-2,105,101,8,103,-10
C=CCN(C(=O)CSc1nc2c(sc3ccccc32)c(=O)n1CCN(CC)CC)c1ccccc1,7,100,-6,101,101,-1,96,98,6,104,-12
O=C(CC1(O)C(=O)N(Cc2ccccc2)c2ccccc21)c1ccncc1 (centres undefined),13,105,-10,103,102,1,100,103,17,105,.
O=c1c2c([nH]c3ccccc13)CCCC2,8,109,-1,107,103,-2,98,108,13,108,.
O=C1c2cccc(OCc3ccc(F)cc3)c2CCN1Cc1ccccc1,-2,102,-11,98,96,-8,97,97,7,104,20
O=C(O)C1CC=CCC1C(=O)Nc1ccc(S(=O)(=O)N2CCCc3ccccc32)cc1 (centres undefined),-2,96,-12,98,92,-2,96,94,13,95,12
O=C(Nc1ccc(Cl)c(Cl)c1)c1ccncc1,9,104,-8,101,100,-1,100,100,40,102,.
N#Cc1c(NC(=O)CSc2nnnn2C2CCCC2)sc2c1CCCC2,5,97,-10,100,98,9,97,99,7,98,.
COc1cccc(CN(C)C(=O)c2ccc3nccnc3c2)c1,26,102,2,102,98,-1,101,100,4,101,12
N#Cc1nc(Cc2cccc3ccccc23)oc1NCCCN1CCOCC1,18,100,-33,102,101,-2,103,100,11,106,2
O=S(=O)(/N=C(/Nc1ccccc1)c1ccccc1)c1cccs1,16,100,-2,95,97,-1,95,94,14,99,.
O=C(O)C1CCCN1S(=O)(=O)c1cccs1 (centres undefined),-15,102,9,102,97,0,100,100,11,102,.
CCOC(=O)C(C)Sc1nnc(NC(=O)c2ccc3c(c2)OCO3)s1 (centres undefined),12,98,-18,99,92,0,103,99,6,101,-7
Cc1ccc(NC(=O)c2cccc(OCc3c(C)noc3C)c2)c(C)c1,-38,99,-37,99,93,0,102,96,11,99,.
C/C(=N/NC(=O)CNC(=O)c1ccccn1)c1cccc([N+](=O)[O-])c1,23,99,-16,97,96,-5,98,98,9,101,-5
Cc1sc(NC(=O)CN2CCOCC2)nc1-c1ccc2c(c1)CCN2S(=O)(=O)c1ccccc1,29,101,7,99,98,1,97,97,8,106,-16
CC(C)CNC(=O)c1cccc(NC(=O)CSc2ccc(Cl)cc2)c1,-3,100,-8,100,101,-6,97,100,5,102,8

# Assay outcomes deposited in PubChem BioAssay by several laboratories.
